Screening results from PubChem BioAssay.
NCOA1 inh: human NCOA1 inhibition | Q15788 | HEK293 GAL4-SRC1 luciferase reporter, luminescence | hit rate 0.12% among 360,000 | inhibition, % at 3.6 µM | AID 588354;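 active means inhibition above the campaign mean plus 3 SD, with each screening campaign given its own cutoff, cut at about 60% in these data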;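 further: 0% = DMSO treated cells and 100% = gossypol at 36 µM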
Target sequence (Q15788 whole entry, looked up, the tested form may be a part): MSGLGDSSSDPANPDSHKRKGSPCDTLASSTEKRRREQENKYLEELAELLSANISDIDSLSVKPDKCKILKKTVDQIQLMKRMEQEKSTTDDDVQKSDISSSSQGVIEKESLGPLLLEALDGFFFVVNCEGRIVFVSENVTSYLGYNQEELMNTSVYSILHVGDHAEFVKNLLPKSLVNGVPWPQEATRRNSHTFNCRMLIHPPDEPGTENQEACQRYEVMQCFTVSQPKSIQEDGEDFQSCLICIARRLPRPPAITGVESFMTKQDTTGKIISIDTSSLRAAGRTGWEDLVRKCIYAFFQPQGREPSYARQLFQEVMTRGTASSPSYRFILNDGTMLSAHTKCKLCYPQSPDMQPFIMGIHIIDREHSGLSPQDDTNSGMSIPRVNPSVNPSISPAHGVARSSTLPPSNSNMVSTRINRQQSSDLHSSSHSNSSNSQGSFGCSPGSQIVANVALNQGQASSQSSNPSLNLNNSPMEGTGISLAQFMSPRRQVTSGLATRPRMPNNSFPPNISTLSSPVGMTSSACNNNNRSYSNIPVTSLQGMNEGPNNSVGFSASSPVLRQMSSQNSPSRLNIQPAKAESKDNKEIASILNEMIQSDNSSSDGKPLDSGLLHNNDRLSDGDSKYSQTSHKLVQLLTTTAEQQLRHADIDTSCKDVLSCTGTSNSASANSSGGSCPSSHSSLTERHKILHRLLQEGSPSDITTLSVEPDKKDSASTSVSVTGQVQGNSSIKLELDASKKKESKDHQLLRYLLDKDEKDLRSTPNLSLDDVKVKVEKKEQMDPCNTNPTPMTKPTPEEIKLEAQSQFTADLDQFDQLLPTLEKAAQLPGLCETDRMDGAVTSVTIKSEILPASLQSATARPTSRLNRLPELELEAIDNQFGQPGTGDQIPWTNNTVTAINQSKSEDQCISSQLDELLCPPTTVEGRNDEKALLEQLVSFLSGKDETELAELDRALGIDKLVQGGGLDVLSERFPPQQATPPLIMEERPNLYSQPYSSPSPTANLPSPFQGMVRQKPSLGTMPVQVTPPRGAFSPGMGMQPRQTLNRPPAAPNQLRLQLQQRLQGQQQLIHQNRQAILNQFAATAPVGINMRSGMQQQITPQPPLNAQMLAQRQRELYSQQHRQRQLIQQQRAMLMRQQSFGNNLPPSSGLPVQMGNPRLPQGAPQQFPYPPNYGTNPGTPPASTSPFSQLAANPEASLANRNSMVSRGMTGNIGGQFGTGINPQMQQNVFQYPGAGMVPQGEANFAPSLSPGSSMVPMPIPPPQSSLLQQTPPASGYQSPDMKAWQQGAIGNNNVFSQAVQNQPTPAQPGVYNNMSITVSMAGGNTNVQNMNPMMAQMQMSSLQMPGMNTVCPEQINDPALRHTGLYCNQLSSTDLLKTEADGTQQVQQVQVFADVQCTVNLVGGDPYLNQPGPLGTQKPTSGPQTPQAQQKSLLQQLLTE
EBV LMP1 NFkB: reduces LMP1-driven NF-kappaB luciferase signal. AID 504558. hit rate 0.69% among 350,000. inhibition, % at 12.5 µM. LMP1-induced NF-kappaB luciferase reporter cells, luminescence; in the data active means inhibition above about 41%;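 further: 0% = neutral control wells and 100% = reference inhibitor control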
SRC3 inh: inhibits human SRC3 coactivator; Q9Y6Q9; hit rate 0.17% among 360,000; HEK293 GAL4-SRC3 luciferase reporter, luminescence; inhibition, % at 3.6 µM;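 active means inhibition above a per-campaign cutoff, the mean of all compounds plus 3 SD, cut at about 60% in these data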;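 further: 0% = DMSO-treated cells and 100% = gossypol-treated cells at 36 µM; higher means less SRC3-driven luciferase light from the GAL4 reporter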
KKLEB cytotox: reduces viability of KKLEB cystic fibrosis airway cells. KKLEB CF airway cells viability, ATPlite luminescence, overnight; hits give low values; cells stimulated with P. aeruginosa culture filtrate. activity change (cytotoxicity), % at 5 µM. hit rate 0.36% among 360,000;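 active means corrected activity change at or below -50% at 5 µM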
Shn3 inh set2: inhibitors of Schnurri-3 3'UTR reporter in osteoblasts. hit rate 0.52% among 360,000. Clone20 osteoblast Shn3 3'UTR firefly luciferase, 24 h. AID 588674. inhibition, % at 12.5 µM;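 active means mean inhibition of at least 75% with every replicate also reaching 75%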;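 further: 0% = median of neutral control wells and 100% = pilot-screen positive control compound; some compounds past the cut are filed as inactive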
TWEAK Fn14 block: blocks TWEAK-Fn14 interaction in a reporter cell assay | AID 1159606 | TWEAK-stimulated Fn14 reporter cells, luciferase luminescence, 8 h | hit rate 2% among 360,000 | inhibition, % at 10 µM; in the data active means inhibition above about 50%
NR2F2 inh: NR2F2 (human) inhibition, primary screen; HEK293T NGFI-A luciferase reporter, luminescence; inhibition, % at 8.6 µM; hit rate 0.7% among 370,000; AID 686940;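 active means inhibition above a per-plate cutoff, mean inhibition of test wells between control levels plus 3 SD, cut at about 38% in these data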;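 further: cells cotransfected with COUP-TFII expression vector driving the NGFI-A reporter; 0% = median of COUP-TF2 test wells and 100% = reporter-only cells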
TROY signal inh: blocks TROY-dependent signaling in reporter cells. Q293 LMP1-TROYcd NF-kB luciferase reporter, 4 h. inhibition, % at 10 µM. hit rate 0.98% among 360,000;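 active means compounds whose plate-normalised and pattern-corrected inhibition of the luciferase reporter signal at the single screening dose is 50% or more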
NR5A2 inv ag: inverse agonists of human LRH-1 (NR5A2); HEK293T StAR-luciferase reporter, LRH-1 transfected, 24 h; inhibition, % at 3.6 µM; hit rate 0.13% among 360,000; AID 602396;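 active means inhibition above the mean inhibition of all tested compounds plus 3 SD, cut at about 73% in these data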;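 further: 0% = DMSO wells and 100% = reporter-only cells lacking LRH-1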
CF NFkB block: blocks PAF-induced NF-kB reporter in cystic fibrosis cells | KKLEB NF-kB-GFP reporter, GFP fluorescence overnight | inhibition, % at 5 µM | hit rate 0.86% among 360,000 | AID 588850;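 active means at least 50% inhibition at 5 µM, scaled per plate between neutral and stimulator controls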;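 further: PAF is a Pseudomonas aeruginosa culture filtrate used as stimulus; plate controls were PAF-stimulated DMSO wells for no effect and unstimulated DMSO wells for full effect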
TRAIL sens C8: sensitizes caspase-8 expressing cells to TRAIL; NB7+C8 cells + TRAIL, ATPlite viability luminescence; hit rate 1% among 360,000; AID 624354; inhibition (viability loss, TRAIL sensitization), % at 10 µM;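 active means compounds causing at least 50% loss of cell viability in the single-dose screen, relative to plate controls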
Starred values were filed as active, the others as inactive; x = no result given. These rows are one share of the data; count on the stated rates, not on these rows.

SMILES | NCOA1 inh | EBV LMP1 NFkB | SRC3 inh | KKLEB cytotox | Shn3 inh set2 | TWEAK Fn14 block | NR2F2 inh | TROY signal inh | NR5A2 inv ag | CF NFkB block | TRAIL sens C8
O=[N+]([O-])c1cc(-c2nc(-c3ccncc3)no2)ccc1Cl | 6 | 10 | 22 | 14 | -3 | -35 | 0 | -15 | 13 | -28 | 11
COc1cccc(C(=O)Nc2cccc(OCC(=O)c3ccccc3)c2)c1 | -9 | -2 | -1 | 2 | -1 | 7 | -4 | 1 | 8 | -16 | -2
O=C(NCc1ccco1)c1ccc2ccccc2n1 | -1 | -3 | 2 | 0 | -5 | 10 | 8 | 10 | 11 | -14 | -11
COc1ccccc1C(=O)N/C(=C\c1cn(S(=O)(=O)N(C)C)c2ccccc12)C(=O)N1CCN(C)CC1 | -11 | -7 | 8 | -4 | 4 | -33 | -8 | 5 | -4 | 3 | -15
CCCc1cc(=O)oc2cc(C)cc(OC(C)C(=O)NCCCn3ccnc3)c12 (stereo not drawn) | -8 | -3 | -6 | 11 | 12 | -13 | -9 | -11 | 2 | 7 | -25
O=C(CCCC(=O)OCC(=O)c1ccc(Cl)cc1Cl)Nc1cc(C(F)(F)F)ccc1Cl | -2 | 9 | -14 | -4 | 5 | 5 | 7 | 3 | 11 | 1 | 3
CC1C2CCC(C2)C1OC(=O)c1ccccc1C(=O)O (stereo not drawn) | -22 | 8 | -27 | 4 | -24 | 7 | -36 | 0 | 7 | 4 | -8
CCOC(=O)N1CCN(C(=S)NC(=O)C23CC4CC(CC(C4)C2)C3)CC1 | 15 | -1 | 10 | 13 | -10 | -1 | -16 | 6 | 12 | 4 | -12
CCCCCCn1c(SCCN2CCOCC2)nc2c1c(=O)[nH]c(=O)n2C | -3 | -13 | 6 | -6 | -17 | -2 | 6 | -4 | 17 | 5 | -6
COC(=O)N/N=C/c1ccc(OC(=O)/C=C/c2ccco2)cc1 | -24 | x | -11 | 7 | -13 | 3 | -2 | 2 | 4 | -35 | 9
C(=N\Nc1nncc2ccccc12)/c1ccccc1 | -61 | -10 | -74 | -1 | -73 | 6 | -12 | -40 | -70 | -46 | 50*
COc1ccc(Cc2nc3ccc(C(=O)N4CCC(C(N)=O)CC4)cc3o2)cc1 | 1 | 1 | -1 | 0 | 9 | -8 | 3 | 8 | 16 | 11 | 5
CC(=O)c1ccc(N2CCN(C(=O)c3ccc(NC4=NC5CS(=O)(=O)CC5S4)cc3)CC2)cc1 (stereo not drawn) | -10 | 3 | -15 | 3 | 1 | 2 | 11 | 2 | 4 | -3 | -8
COc1ccc(-c2csc(C(NC(C)=O)c3cccc(F)c3)n2)cn1 (stereo not drawn) | -8 | x | -20 | 6 | 5 | -2 | 11 | -15 | 7 | -8 | -1
Cc1nc(-c2cccnc2)sc1C(=O)Nc1ccc(Cl)cc1 | 11 | 0 | 19 | 18 | -1 | 34 | 10 | 5 | 18 | 13 | 14
CCOC(=O)C1CCCN(CC(=O)/C=C2/N(C)c3ccccc3C2(C)C)C1 (stereo not drawn) | 6 | -5 | 20 | 2 | 56 | 9 | 1 | 23 | -11 | 0 | 10
CCOC(=O)c1sc(NC(=O)CSc2nc(C)cc(C(F)(F)F)n2)c(C#N)c1C | 1 | -14 | -4 | 3 | -1 | -4 | 13 | 36 | 16 | 23 | -2
CN(Cc1ccccc1)CC1C2CCC(C2)C1O (stereo not drawn) | 5 | 0 | -28 | 1 | 4 | 13 | 13 | 3 | -3 | 0 | 10
O=C(OCC(=O)c1c[nH]c2ccccc12)C1=COCCO1 | -113 | -26 | -65 | 7 | -37 | -9 | -42 | -56 | -58 | -4 | 0
Cn1c(=O)n(C)c2cc(N3CCOCC3)c(NC(=O)c3ccc(F)cc3)cc21 | -2 | -4 | 4 | 7 | 12 | -3 | -1 | -8 | 9 | 6 | 1
N#Cc1ccccc1OCC(=O)NC(=O)NCc1ccco1 | -94 | -32 | -60 | 0 | -82 | -16 | -35 | -41 | -78 | 9 | 16
CCOc1ccc(NS(=O)(=O)c2ccc(C(=O)N3CCN(c4ncccn4)CC3)cc2)cc1 | 15 | 20 | 18 | 2 | 75 | 40 | 25 | 21 | -1 | -18 | 12
CC(C)c1ccc(NC2CCCN(C(=O)CN3C(=O)CSC3=O)C2)cc1 (stereo not drawn) | 12 | -4 | 8 | 4 | 2 | 11 | 9 | 9 | 10 | 6 | -11
O=C(NCCc1ccccc1)c1cc(S(=O)(=O)N2CCCC2)ccc1F | -3 | 4 | 0 | 21 | -22 | -16 | 11 | -21 | -12 | 0 | 13
COc1cccc(OC)c1C(=O)Nc1cccc2c1CCCC2 | -3 | 5 | 5 | 0 | 9 | -11 | 0 | 8 | -6 | -5 | -2
CCOc1ccc(-n2c(=S)sc3c(=O)n(-c4ccccc4)c(SCC(=O)O)nc32)cc1 | 2 | 4 | -1 | -2 | -6 | 12 | 5 | -19 | -11 | 5 | 8
Cc1ccc(N2CN(Cc3cccnc3)CNC2=S)c(C)c1 | -6 | -1 | 1 | 2 | -2 | -15 | 7 | 10 | 17 | -10 | 4
CCOC(=O)c1c(NC(=O)Cn2c(C)nc3ccccc32)sc2c1CCC2 | -7 | 21 | 4 | 8 | 10 | -3 | 11 | 16 | -6 | -6 | -4
O=C(C[n+]1cccc(CNC(=O)c2ccc(OC(F)F)cc2)c1)Nc1ccccc1Cl | -2 | -7 | 8 | 2 | 1 | 0 | 2 | -1 | -12 | 4 | -10
CCOC(=O)c1sc(NC(=O)c2ccc(S(=O)(=O)N3CCOCC3)cc2)nc1-c1ccccc1 | -3 | -2 | 16 | 15 | 10 | 65* | 5 | 33 | -5 | -16 | 15
CC(C)CNC(=O)COC(=O)c1c2c(nc3ccccc13)/C(=C\c1cccs1)CC2 | -34 | -41 | -62 | -18 | 20 | 5 | 27 | -14 | 33 | 15 | 24
O=C(Cc1ccc(Cl)cc1Cl)Nc1ccncc1 | 8 | 25 | 20 | 6 | 84 | 9 | 50* | 39 | 58 | -5 | 21
COc1ccc(OC)c(S(=O)(=O)n2nc(-c3ccccc3)cc2N)c1 | 4 | 2 | -8 | 17 | 4 | -3 | 5 | -6 | -2 | -24 | -9
COc1ccc(N2C(=O)C(F)(F)C2c2cccc(F)c2)cc1 (stereo not drawn) | 0 | -1 | 6 | 2 | -2 | 10 | 7 | -2 | 4 | 1 | -4
COc1ccc(S(=O)(=O)N(CC(=O)Nc2ccc(S(=O)(=O)N3CCOCC3)cc2)Cc2ccc(F)cc2)cc1 | 18 | -9 | 1 | 10 | 33 | -1 | 6 | 12 | 4 | -32 | 3
O=C(N/N=C\c1ccc[nH]1)c1cncc(Br)c1 | -11 | -1 | 6 | 4 | -4 | -6 | -4 | -1 | -6 | -8 | 9
Fc1ccc(CNC(=S)Nc2ccccc2F)cc1 | 18 | -5 | 6 | 6 | 6 | -3 | -7 | -62 | -9 | -17 | -13
COc1cccc(-c2nnc(NC(=O)c3ccc(S(=O)(=O)N(CC(C)C)CC(C)C)cc3)o2)c1 | -13 | 45* | -15 | -45 | 3 | -51 | x | 13 | -3 | 37 | -26
Cc1ccccc1NS(=O)(=O)c1nnc(NC(=O)CC(C)C)s1 | -16 | -3 | -12 | 0 | -9 | 11 | -1 | 12 | 17 | 20 | -6
COc1cccc(CNS(=O)(=O)c2cc3c(cc2C)NC(=O)CO3)c1 | 5 | -2 | -10 | -2 | 2 | 1 | 8 | -1 | -5 | -14 | 1
O=C(O)CCSc1nc2ccccc2n1-c1ccccc1 | -10 | 6 | -16 | 24 | 8 | -1 | -14 | 13 | 16 | 56* | -19
CCC(=O)Nc1ccc(S(=O)(=O)N2CCN(c3ccc(F)cc3)CC2)cc1 | 13 | -16 | 14 | -11 | 17 | -3 | 10 | -1 | 11 | 6 | -4
O=C(c1ccc(Br)o1)N1CCN(c2ncccn2)CC1 | 6 | 5 | -19 | 9 | -10 | 1 | 9 | 9 | -18 | -4 | 7
Cc1c(C(=O)Nc2ccc(N3CCOCC3)cc2)oc2ccccc12 | -63 | -25 | -54 | 9 | -56 | 0 | -21 | -53 | -54 | 13 | 40
COc1ccc(C(=O)O/N=C(\N)c2ccc(Cl)cc2)cc1 | -45 | -31 | -98 | 1 | -82 | 17 | -13 | -8 | -24 | -26 | 23
Cc1cc(C)cc(NC(=O)C(OC(=O)c2sccc2C)c2ccccc2)c1 (stereo not drawn) | -19 | 8 | 17 | -4 | 0 | 7 | -6 | -10 | -3 | 3 | -4
COC(=O)CSC1=C(C#N)C(c2ccc(C)cc2)C2=C(CCCC2=O)N1 (stereo not drawn) | 12 | 6 | -13 | 3 | 10 | 24 | -4 | 7 | 9 | 15 | -5
Cc1cc(-c2ccccc2)n(-c2ccccc2)n1 | -85 | -30 | -51 | 3 | -48 | -10 | -2 | -62 | -22 | -32 | 4
